Assay outcomes deposited in PubChem BioAssay by several laboratories.
GPR55 beta-arrestin = GPR55 agonists via beta-arrestin recruitment, primary screen, imaging, U2OS cells, beta-arrestin-GFP redistribution (AID 1961); U2OS GPR55 beta-arrestin-GFP redistribution imaging; higher % means a stronger effect; 290,000 tested, 0.048% active; one-dose activation, % at 10 µM; EC50 in µM for titrated hits;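 active = activation above 40% with more than 50 cells counted in the well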;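 note: U2OS osteosarcoma cells stably expressing GPR55 and beta-arrestin-GFP; plate controls were DMSO negative control for no effect and LPI positive control for full effect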
KOR beta-arrestin-1 = KOR agonists, beta-arrestin recruitment, primary screen, cell-based, luminescence, uHTS (AID 1777). KOR beta-arrestin recruitment, luminescence; higher % means a stronger effect. activation, % at 10 µM, or EC50 in µM where a hit was titrated. 280,000 tested, 0.02% active; in the data active = activation above about 50%, passing the limit was not always enough; note: a part of the inactive calls stands beside numbers as strong as those of hits
NOD1 inhibition = inhibition of NOD1-driven NF-kB reporter – cell-based, luminescence, uHTS, primary screen (AID 1578). 290,000 tested, 1% active. NOD1-driven NF-kB luciferase reporter cells, luminescence; higher % means a stronger effect. inhibition, % at 4 µM, or EC50 in µM where a hit was titrated; in the data active = inhibition mostly above about 36%, no sharp cut-off; inactive = mostly below about 34%;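 note: HEK-293T reporter cells stimulated with the NOD1 agonist gamma-tri-DAP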
M17LAP inhibition = P. falciparum M17LAP inhibitors, primary screen, biochemical, fluorogenic H-Leu-NHMec substrate, 1536-well (AID 1619); recombinant M17LAP, H-Leu-NHMec fluorogenic kinetic assay; higher % means a stronger effect; inhibition, % at 30 µM, or IC50 in µM where a hit was titrated; 220,000 tested, 0.38% active;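 active = compound inhibiting the enzyme by more than half at any dose during confirmatory dose-response retesting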;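 note: plate controls were full reaction with DMSO carrier for no effect and no enzyme background for full effect; strong numbers were not always called active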
P. falciparum M1AAP = malaria alanyl aminopeptidase activity blockers – biochemical, fluorogenic H-Leu-NHMec substrate, 1536-well (AID 1445); recombinant M1AAP, H-Leu-NHMec fluorogenic kinetic assay; higher % means a stronger effect; one-dose inhibition, % at 30 µM; IC50 in µM for titrated hits; 220,000 tested, 0.42% active;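 active = primary inhibition above the hit cutoff, then over 50% inhibition at one or more dose response concentrations, cut at about 23% in these data, passing the limit was not always enough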;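 note: plate controls were DMSO full reaction for no effect and no enzyme background for full effect; strong numbers were not always called active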
KOR beta-arrestin-2 = kappa opioid receptor blockers – cell-based, luminescence, uHTS (AID 1778) | KOR beta-arrestin recruitment, luminescence, antagonist mode; higher % means a stronger effect | one-dose inhibition, % at 10 µM; IC50 in µM for titrated hits | 290,000 tested, 0.091% active; note: strong numbers were not always called active
AID2073 = inhibitors of Mint1-CaV2.2 protein interaction, biochemical, HTRF (AID 2073); HTRF protein-protein interaction, Mint1-CaV2.2; higher % means a stronger effect; inhibition, % at 20 µM; hits with a dose series show IC50 in µM; 290,000 tested, 0.19% active; in the data active = inhibition mostly above about 51%, no sharp cut-off; note: some results filed as inactive read as strong as hits
Dynein transport = blocks dynein driven cargo transport along microtubules | 3617.4 mouse cells, GR-EGFP nuclear translocation imaging; test concentration mostly 20 µM; stimulated with dexamethasone, 1 µM; active compounds read low | z-score, hits read low | 220,000 tested, 0.47% active | AID 1381;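 active = plate z-score of nuclear minus cytoplasmic receptor signal below a set negative limit, without overly bright fluorescence or cell loss, cut at about -3.5 in these data, passing the limit was not always enough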;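 note: z-score of nuclear minus cytoplasmic ring GR-EGFP intensity difference per well; some compounds called inactive have numbers as strong as hits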
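Also added: dexamethasone, 1.0 µM final. Medium: tet-free, stripped-serum medium. Detection: fixed, Hoechst-stained cells imaged at 10x for EGFP. Read-out: nuclear-to-cytoplasmic GR-EGFP distribution per well. Times: induction 48 h, compound 1 h, agonist 30 min.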
NOD2 inhibition = NOD2 signaling inhibitors, cell-based, luminescence, uHTS, HEK293 (AID 1566); one-dose inhibition, % at 4 µM; EC50 in µM for titrated hits; HEK293 NOD2/NF-kB luciferase reporter, luminescence; higher % means a stronger effect; 290,000 tested, 0.63% active; note: many of its hits are not listed in these tables
Dynein transport cytoplasmic EGFP = further read-out of Dynein transport, marked with its call; z-score; measured here: cytoplasmic GR-EGFP intensity; active compounds read high
Dynein transport nuclear GR-EGFP = also measured in Dynein transport; calls as there; z-score; measured here: nuclear GR-EGFP intensity;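 lower value marks the stronger effect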
Dynein transport cell count = second read-out of Dynein transport, no call of its own (marks repeat the call); z-score; measured here: cell count per field
* marks the source's active call; other numbers are inactive results; . = no result given; [ ] = dose if it differs, or a comment. Cut-off read from the data, not from the text of the source, unless noted: active = inhibition above about 50%; inactive = the rest. This is a subset (hit frequency here may not be typical).

The first four records (preview)
SMILES	GPR55 beta-arrestin	KOR beta-arrestin-1	NOD1 inhibition	M17LAP inhibition	P. falciparum M1AAP	KOR beta-arrestin-2	AID2073	Dynein transport	Dynein transport cytoplasmic EGFP	Dynein transport nuclear GR-EGFP	Dynein transport cell count	NOD2 inhibition
O=C(NCCN1C(=O)S/C(=C\c2ccc(OC(F)F)cc2)C1=O)[C@@H]1CCCN1C(=O)c1cccs1	-0.3%	2.9%	-32%	16%	11%	-38%	-4%	-1.7	-0.17	-0.63	0.25	-21%
COc1cccc(NC(=O)Cc2cn(C)c3ccccc23)c1	0.1%	5.7%	-21%	9%	10%	-6%	-9%	0.15	-0.11	0.019	0.24	-28%
O=C(O)C1Cc2ccccc2CN1C(=O)COc1ccc(Br)cc1 (centres undefined)	0.1%	-5.7%	-7%	7%	5%	3%	10%	-0.32	-0.28	-0.25	0.74	3%
CCOC(=O)C1(CC2CC2)CCN(Cc2cc(Cl)c(O)c(OC)c2)CC1	0.1%	2.0%	-28%	4%	7%	1%	-2%	-0.47	-0.2	-0.72	1.7	-11%

The listing, previewed entries included:
SMILES	GPR55 beta-arrestin	KOR beta-arrestin-1	NOD1 inhibition	M17LAP inhibition	P. falciparum M1AAP	KOR beta-arrestin-2	AID2073	Dynein transport	Dynein transport cytoplasmic EGFP	Dynein transport nuclear GR-EGFP	Dynein transport cell count	NOD2 inhibition
O=C(NCCN1C(=O)S/C(=C\c2ccc(OC(F)F)cc2)C1=O)[C@@H]1CCCN1C(=O)c1cccs1	-0.3%	2.9%	-32%	16%	11%	-38%	-4%	-1.7	-0.17	-0.63	0.25	-21%
COc1cccc(NC(=O)Cc2cn(C)c3ccccc23)c1	0.1%	5.7%	-21%	9%	10%	-6%	-9%	0.15	-0.11	0.019	0.24	-28%
O=C(O)C1Cc2ccccc2CN1C(=O)COc1ccc(Br)cc1 (centres undefined)	0.1%	-5.7%	-7%	7%	5%	3%	10%	-0.32	-0.28	-0.25	0.74	3%
CCOC(=O)C1(CC2CC2)CCN(Cc2cc(Cl)c(O)c(OC)c2)CC1	0.1%	2.0%	-28%	4%	7%	1%	-2%	-0.47	-0.2	-0.72	1.7	-11%
CC1CCN(CCCN2C(=O)C3C(C(=O)Nc4ccc(Cl)cc4)C4C=CC3(O4)C2C(=O)NC2CCCCC2)CC1 (centres undefined)	0.2%	6.3%	-8%	.	.	-41%	1%	.	.	.	.	4%
COc1ccc(C(=O)/C=C/c2cn(CC(O)CN3CCN(C)CC3)c3ccccc23)cc1OC (centres undefined)	-0.1%	-2.9%	-4%	7%	4%	18%	15%	0.096	-0.2	-0.22	-0.24	13%
O=C(CSCc1cnn(-c2ccccc2)c1-n1cccc1)NCC1CCCO1 (centres undefined)	0.3%	2.6%	4%	10%	8%	-15%	-2%	0.51	0.43	0.77	0.95	6%
COc1cccc(OC)c1OCCN1CCCC1	-0.1%	-2.0%	-21%	.	.	-15%	4%	.	.	.	.	10%
COc1cc(CNCCO)cc(Br)c1OCc1ccccc1	-0.1%	-2.0%	-14%	15%	-2%	-10%[20 µM]	5%	0.14	-0.15	-0.041	-0.51	10%
CS(=O)(=O)Nc1nc2n(n1)C(c1ccc(F)cc1)CC(c1ccccc1)N2 (centres undefined)	0.1%	1.9%	-3%	-2%	3%	17%	-15%	0.74	-0.13	0.49	-0.36	21%
O/N=C/c1ccc(OCC(O)COc2ccc(/C=N/O)cc2)cc1	-0.1%	9.9%	-29%	10%	0%	-13%	-7%	-0.94	0.14	-0.18	0.63	-7%
Cc1ccc(S(=O)(=O)/C(C#N)=C/c2c(N3CC(C)OC(C)C3)nc3ccccn3c2=O)cc1 (centres undefined)	-0.1%	8.4%	3%	-5%	-1%	-27%	4%	-0.34	-0.23	-0.88	0.32	-5%
COc1ccc(NC2=C3CC(C)CC=C3N(c3ccc(OC)cc3)C2=O)cc1 (centres undefined)	0.7%	-2.5%	-26%	6%	13%	-8%	-26%	-1.1	-0.19	0.081	-0.68	2%
CC1Cc2ccccc2N1CC(=O)Nc1ccc(Cl)c(S(=O)(=O)N(C)C)c1 (centres undefined)	-0.5%	-3.6%	-9%	4%	5%	-22%	16%	1.2	-0.16	0.65	-0.21	2%
O=C(O)C(Cc1c[nH]c2ccccc12)NS(=O)(=O)c1ccc(Cl)cc1 (centres undefined)	-0.4%	-2.4%	-6%	9%	8%	12%	-1%	1.5	0.4	1.1	-1.1	-6%
O=C1CCCN1CCCNC(=S)Nc1ccccc1Cl	0.2%	-4.0%	-37%	-11%	4%	15%	-8%	-0.58	-0.19	-0.22	0.069	12%
COc1cc(OC)cc(-c2nc3cc(C)ccc3o2)c1	-0.2%	-5.2%	-25%	-18%	1%	6%	-2%	-0.17	-0.2	0.24	0.57	-53%
O=C(O)CC(NC(=O)c1cccc([N+](=O)[O-])c1)c1ccc2c(c1)OCO2 (centres undefined)	-0.3%	-0.5%	-8%	5%	16%	7%	-6%	0.073	-0.32	0.4	0.64	15%
Cc1ccc(C)c(N2CC(C(=O)Nc3nccs3)CC2=O)c1 (centres undefined)	-0.4%	6.9%	0%	.	.	-88%	-3%	.	.	.	.	-4%
CNc1ccc(/C=C/C(=O)c2ccc3c(c2)OCCO3)cc1[N+](=O)[O-]	-0.3%	9.0%	-6%	-7%	-4%	-6%	3%	0.13	-0.28	-0.27	0.13	2%
OC1CN=C2CCCc3c2n(c2ccc(Cl)cc32)C1 (centres undefined)	0.0%	-7.3%	-25%	-4%	17%	16%	15%	-0.053	-0.16	0.31	0.035	18%
Cc1ccc2oc(=O)c(/C=C(\O)c3ccccc3)nc2c1	-0.4%	2.7%	-18%	5%	5%	16%	7%	-0.28	-0.26	-0.23	0.49	1%
O=C(Nc1cccc([N+](=O)[O-])c1)c1cnccn1	0.0%	-1.9%	-15%	4%	1%	-25%	7%	0.39	-0.24	0.52	-0.69	-2%
Cc1cc(NC(=O)c2cccc(S(=O)(=O)N3CCOCC3)c2)no1	-0.1%	-1.1%	0%	-7%	-4%	4%	5%	0.1	-0.0014	0.14	0.3	10%
CC(C)(C)c1ccc(C(=O)NC(=S)NCC2CCCO2)cc1 (centres undefined)	-0.2%	-3.6%	-1%	5%	3%	29%	-9%	0.87	-0.21	0.73	-0.15	15%

More structures follow:
SMILES	GPR55 beta-arrestin	KOR beta-arrestin-1	NOD1 inhibition	M17LAP inhibition	P. falciparum M1AAP	KOR beta-arrestin-2	AID2073	Dynein transport	Dynein transport cytoplasmic EGFP	Dynein transport nuclear GR-EGFP	Dynein transport cell count	NOD2 inhibition
CC(C)Cn1c(=O)c2ccccc2n2c(CCC(=O)O)nnc12	1.3%	-3.8%	2%	.	.	0%	17%	.	.	.	.	13%
Cc1ccc(CN2CC(C(=O)Nc3ccncc3)CC2=O)cc1 (centres undefined)	-0.1%	9.1%	-36%	.	.	-15%	-1%	.	.	.	.	-11%
CCOC(=O)N1CCN(C(=O)C2CCN(S(=O)(=O)c3ccc(C)cc3)CC2)CC1	0.0%	-3.1%	-3%	-10%	-2%	-23%	-6%	-1.1	-0.31	-0.38	1.1	12%
Cc1ccc(-n2c(C)c(C)c3c(NCCCO)ncnc32)cc1	-0.2%	7.0%	1%	.	.	-13%	5%	.	.	.	.	-16%
O=C(COC(=O)c1cccs1)Nc1nc(-c2ccccc2)cs1	-0.3%	-4.4%	-11%	4%	1%	-2%	-1%	0.39	-0.27	0.048	-0.14	2%
COc1ccc(/C=C2\SC(=O)N(CCC(=O)NC3CCS(=O)(=O)C3)C2=O)cc1 (centres undefined)	-0.2%	-0.4%	-39%	.	.	25%	-2%	.	.	.	.	-16%
CN(C)CCNC(=O)COc1cccc(Cl)c1	0.1%	-2.1%	-13%	13%	-5%	-28%	6%	-1	-0.23	-0.38	0.8	-4%
COc1ccccc1CN1CCN(Cc2nc(-c3ccccc3)no2)CC1	-0.2%	-0.7%	-34%	14%	-3%	5%	-8%	0.52	-0.28	0.3	-0.38	-29%
Cc1ccccc1Cn1cnc2c(cnn2C(C)(C)C)c1=O	0.3%	0.4%	-5%	-15%	1%	18%	-5%	0.11	-0.063	-0.06	0.42	-3%
C(=N\Nc1ncnc2ccccc12)/c1ccccc1	-0.3%	0.9%	-37%	60%	12%	14%	-2%	1.1	-0.22	0.17	0.57	-96%
O=C(c1cc2sccc2n1Cc1ccc(F)cc1)N1CCCc2ccccc21	0.2%	-1.7%	-9%	-2%	8%	13%	21%	-0.54	-0.22	-0.32	-0.34	1%
CCc1nnc(NC(=O)c2ccc(COc3cccc(C)c3)o2)s1	-0.1%	8.2%	12%	.	.	-14%	20%	.	.	.	.	8%
CCOC(=O)c1c(-c2ccc(C)cc2)csc1/N=C(\C)C1=C(O)c2ccccc2C1=O	-0.3%	2.1%	-12%	4%	4%	-26%	-25%	0.79	-0.18	0.72	-0.42	22%
Cc1ccc2nc(C)cc(C(=O)OCC(=O)Nc3cccnc3Cl)c2c1	-0.3%	-2.1%	-42%	-4%	7%	1%	6%	-0.64	-0.28	0.41	-0.24	1%
Cc1ccc(NS(=O)(=O)c2ccc(Br)cc2)nc1	-0.1%	.	-5%	2%	1%	-12%[20 µM]	13%	0.66	-0.23	0.64	-0.02	11%
COc1ccc(CCNC(=O)CSc2c[nH]c3ccccc23)cc1OC	-0.4%	36%	-23%	8%	5%	-6%	-6%	-0.95	-0.15	-0.52	0.45	13%
Cc1ccc(C2CC(c3ccccc3)=NN2C(=O)CSc2nnc(-c3ccc(Cl)cc3)o2)o1 (centres undefined)	-0.2%	3.4%	-8%	21%	10%	19%	0%	-0.58	-0.064	0.062	1.2	-3%
COc1ccccc1NS(=O)(=O)c1cc(NC(=O)c2cnccn2)ccc1N1CCOCC1	-0.6%	4.0%	-13%	-5%	6%	9%	4%	-0.9	-0.24	-0.49	0.86	7%
COc1ccc(CCNC(=O)CCNS(=O)(=O)c2cccc3nonc23)cc1OC	-0.2%	4.6%	-11%	14%	14%	6%	-1%	-0.14	0.14	-0.045	-0.041	6%
CC1(C(=O)O)CCC(C(=O)Nc2ccccc2O)C1(C)C (centres undefined)	-0.1%	0.7%	-9%	21%	8%	-11%	2%	1	-0.039	0.79	-1.1	-7%
O=C(CN1C2CCC1CC(NC(=O)NC1CCCCC1)C2)NC1CC1 (centres undefined)	-0.4%	6.7%	6%	8%	-3%	-19%	3%	0.16	-0.17	0.068	0.66	2%
